SENP7 inh: SENP7 protease inhibitors, primary screen, biochemical, luminescence, uHTS | Sentrin-specific protease 7 (Homo sapiens), Q9BQF6 | recombinant SENP7, Z-RLRGG-aminoluciferin luminescence, 40 min | inhibition, % at 5 µM | 1.5% of 330,000 active | AID 434973, 2010;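 active = inhibition above about 50% at the single test dose, limit read from the data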;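 also: plate controls were DMSO with enzyme for no effect and no enzyme buffer wells for full effect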
Target sequence (Q9BQF6 706-1050 limits assumed): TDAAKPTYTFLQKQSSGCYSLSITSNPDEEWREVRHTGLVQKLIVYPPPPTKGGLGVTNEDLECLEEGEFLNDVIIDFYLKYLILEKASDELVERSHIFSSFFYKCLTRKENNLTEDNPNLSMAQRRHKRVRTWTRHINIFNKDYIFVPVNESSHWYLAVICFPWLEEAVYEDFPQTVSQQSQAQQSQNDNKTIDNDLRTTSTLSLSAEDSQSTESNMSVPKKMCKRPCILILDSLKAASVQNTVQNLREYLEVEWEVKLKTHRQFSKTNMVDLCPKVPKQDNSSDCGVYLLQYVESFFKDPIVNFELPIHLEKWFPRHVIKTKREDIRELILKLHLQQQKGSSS
SENP8 block-1: human SENP8 protease inhibitors, primary screen, biochemical, fluorescence, Nedd8 protein substrate, uHTS; AID 602440, 2012; Sentrin-specific protease 8 (Homo sapiens), Q96LD8; recombinant SENP8; inhibition, % at 20 µM; 0.64% of 360,000 active; in the data active = inhibition mostly above about 40%, no sharp cut-off; inactive = mostly below about 27%
Target sequence (Q96LD8 whole entry, looked up): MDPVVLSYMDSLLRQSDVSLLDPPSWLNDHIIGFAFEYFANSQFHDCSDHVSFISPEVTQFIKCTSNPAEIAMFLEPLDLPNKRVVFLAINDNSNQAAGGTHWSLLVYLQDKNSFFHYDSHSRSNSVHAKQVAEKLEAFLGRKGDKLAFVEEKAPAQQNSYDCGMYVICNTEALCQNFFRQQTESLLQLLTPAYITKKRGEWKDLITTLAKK
APOBEC3G inh: APOBEC3G DNA deaminase inhibitors, primary screen, biochemical, fluorescence, single-stranded DNA substrate, uHTS. DNA dC->dU-editing enzyme APOBEC-3G (Homo sapiens), Q9HC16. 0.28% of 330,000 active. AID 493012, 2011. recombinant A3G, ssDNA deamination FAM/TAMRA fluorescence. inhibition, % at 20 µM;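 active = inhibition of at least 40% at 20 µM, with no more than 30% in the related APOBEC3A deaminase screen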;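 also: plate controls were DMSO wells with A3G for no effect and wells lacking A3G enzyme for full effect; some compounds called inactive have numbers as strong as hits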
UBC13 polyUb: UBC13 polyubiquitin chain formation inhibitors, primary screen, biochemical, TR-FRET, uHTS; inhibition, % at 20 µM; 0.47% of 330,000 active; in the data active = inhibition above about 45%, passing the limit was not always enough
Target sequence (P61088 whole entry, looked up): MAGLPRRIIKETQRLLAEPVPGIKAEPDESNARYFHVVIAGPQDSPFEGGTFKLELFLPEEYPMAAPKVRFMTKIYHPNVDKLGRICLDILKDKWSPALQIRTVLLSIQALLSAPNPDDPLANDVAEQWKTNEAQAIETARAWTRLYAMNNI
SENP1 inh: human SENP1 catalytic domain inhibitors, primary screen, biochemical, FRET, uHTS; Sentrin-specific protease 1 (Homo sapiens), Q9P0U3; recombinant SENP1 catalytic domain, CyPet-SUMO1-YPet FRET cleavage; inhibition, % at 10 µM; 0.21% of 360,000 active; AID 624204, 2012;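 active = inhibition at least 30% at 10 µM, raw YFP signal under a set limit, fluorescence ratio 0.5 to 1.5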;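 also: 0% = enzyme with DMSO and 100% = no enzyme wells; some results filed as inactive read as strong as hits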
Target sequence (Q9P0U3 419-644 limits assumed): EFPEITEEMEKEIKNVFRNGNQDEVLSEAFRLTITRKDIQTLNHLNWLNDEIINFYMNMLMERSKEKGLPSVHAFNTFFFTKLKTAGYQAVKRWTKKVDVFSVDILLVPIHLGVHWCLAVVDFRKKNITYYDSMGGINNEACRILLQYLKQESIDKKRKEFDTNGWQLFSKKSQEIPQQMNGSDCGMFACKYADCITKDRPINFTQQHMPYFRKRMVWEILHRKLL
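System: Recombinant human SENP1 catalytic domain, His6-tagged | Incubation: Enzyme reaction for 50 min at room temperature, dark | Medium: Tris pH 8 with BME, BSA, NP40 and catalase | Also added: 25 nM SUMO1 FRET substrate | Compound: 10 µM single point, 0.5% DMSO | Measured by: FRET fluorescence in CFP and YFP emission channels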
Apaf1 inhib: inhibitors of human Apaf-1 apoptosome, primary screen, biochemical, DEVD-Rh110 fluorescence, uHTS; Apoptotic protease-activating factor 1 (Homo sapiens), O14727; reconstituted apoptosome caspase-3 activity; inhibition, % at 20 µM; 0.71% of 330,000 active; AID 489030, 2010; active = inhibition of at least 40% at 20 µM;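 also: plate controls were DMSO wells for no effect and DEVD-CHO caspase inhibitor wells for full effect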
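detection = Rh110 fluorescence intensity | test system = biochemical Apaf-1 apoptosome reconstitution | also added = cytochrome c and DEVD-Rh110 substrate | schedule = 30 min plus 50 min, RT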
SENP8 block-2: SENP8 protease inhibitors, primary screen, biochemical, luminescence; purified SENP8, Z-RLRGG-aminoluciferin cleavage; 1.2% of 330,000 active; inhibition, % at 10 µM; AID 2540, 2010; in the data active = inhibition above about 50%
SENP6 block: SENP6 protease inhibitors, primary screen, biochemical, luminescence, uHTS; 1.8% of 330,000 active; Sentrin-specific protease 6 (Homo sapiens), Q9GZR1; Recombinant SENP6 catalytic domain, aminoluciferin luminescence; inhibition, % at 10 µM;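 active = inhibition above about 50% at the single tested dose, limit read from the data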;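 also: plate controls were DMSO wells with enzyme for no effect and DMSO wells lacking enzyme for full effect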
* hit, by the source's call; nt = not tested or not shown.

Below each compound: SENP8 block-2	SENP6 block	SENP7 inh	UBC13 polyUb	SENP8 block-1	Apaf1 inhib	APOBEC3G inh	SENP1 inh
1) C=CCn1c(COc2ccc(Cl)cc2)nnc1SCC(=O)c1c(N)n(C)c(=O)n(C)c1=O
 : 1.9	-14.2	-2.3	-2.9	13.2	1.4	-1.8	-2.8
2) CC(=O)N1CCN(c2ccc(NC(=O)c3cc4ccccc4o3)cc2)CC1
 : -10.8	-11.0	9.6	-12.7	8.8	6.0	-2.8	1.4
3) Cc1ccc(/C=N/NC(=O)c2ccncc2)s1
 : -4.0	-5.5	-8.4	-14.2	0.9	-13.5	-3.9	0.3
4) Cc1cccc2c(C(=O)N3CCN(C(=O)c4ccco4)CC3)cc(-c3cccc(Br)c3)nc12
 : -8.4	-9.2	-5.2	-14.1	-28.7	36.7	3.9	-3.1
5) CCOc1cccc2cc(C(=O)NCc3ccc(C)cc3)c(=N)oc12
 : 5.4	-7.5	-10.3	-7.4	-33.0	33.2	20.4	1.7
6) NC(=O)Cn1c(=O)n(CCC(=O)NCCSCc2ccccc2)c(=O)c2ccccc21
 : -1.8	1.0	0.6	8.1	20.3	-14.4	-8.3	3.3
7) FC(F)(F)Oc1ccc(-c2cn3cccnc3n2)cc1
 : -2.7	-8.6	7.7	12.3	-434.0	0.3	12.0	-4.4
8) CCn1c2c(c3cc(Br)ccc31)CCC/C2=N\O
 : 2.1	2.1	-0.6	-11.4	-5.3	16.2	-1.7	0.5
9) CC1CCN(C2=NC(=O)/C(=C/c3ccc(O)cc3)S2)CC1
 : -7.3	11.7	-5.6	-12.4	-24.8	9.6	-5.0	-6.3
10) O=C(c1ccc(Cl)cc1)N1CCN(CCc2ccccn2)CC1
 : -7.1	2.7	3.1	-3.9	17.0	6.3	-6.0	-1.0
11) CCCn1c(=O)c2ccccc2n2c(SC(C)C(N)=O)nnc12 (stereo not drawn)
 : 6.1	-11.1	-1.2	-0.8	13.0	-0.4	-5.5	0.8
12) Cc1ccc2nc(-c3ccncc3)[nH]c2c1
 : 17.0	49.5	46.1	14.2	-439.9	-13.4	-9.8	-2.0
13) Cc1ccc(F)c(CNC(=O)C2CCC(=O)N(CCN3CCOCC3)C2)c1F (stereo not drawn)
 : 0.8	0.6	-9.8	-4.5	14.9	-0.3	-6.1	-0.4
14) COc1ccccc1NC(=O)CCCC(=O)OCC(=O)c1ccc(F)cc1
 : -10.8	0.6	2.7	6.6	6.3	-3.2	-10.2	0.1
15) Cc1ccc(C)c(N(C(=O)CNC(=O)c2ccco2)C(C(=O)NC2CCCC2)c2ccncc2)c1 (stereo not drawn)
 : -4.2	-8.7	3.9	4.4	19.0	19.2	-0.9	0.5
16) CCN(C(=O)CN1CCN(c2ccccc2)CC1)c1c(N)n(Cc2ccccc2)c(=O)[nH]c1=O
 : 0.4	0.3	2.8	-1.4	-7.3	1.9	1.0	-22.9
17) Cn1cc(CN2CCCCC2C(=O)Nc2ccc(-n3cccn3)cc2)cn1 (stereo not drawn)
 : -3.0	-15.2	-7.6	-3.4	1.0	6.0	-4.8	2.3
18) O=C(Nc1ccccc1)c1ccc(=O)n(Cc2ccc(F)c(F)c2)c1
 : -9.4	-9.3	-3.5	-1.0	-3.6	-0.6	-0.6	2.2
19) Cc1ccc2nc(Cl)c3cc(C(=O)NCCCN4CCCC4)sc3c2c1
 : -3.0	5.0	10.2	21.6	-10.3	18.3	-5.4	-7.1
20) CC(=O)Nc1ccc(S(=O)(=O)/N=C2\C(=O)c3ccccc3C([O-])=C2n2cc[n+](-c3ccccn3)c2)cc1
 : 52.8*	76.8*	35.5	-103.3	55.5*	84.2*	2.2	-23.9

Profiles, looked up by structure. Order of screens: SENP8 block-2, SENP6 block, SENP7 inh, UBC13 polyUb, SENP8 block-1, Apaf1 inhib, APOBEC3G inh, SENP1 inh
Record of CCN(C(=O)CN1CCN(c2ccccc2)CC1)c1c(N)n(Cc2ccccc2)c(=O)[nH]c1=O = 0.4, 0.3, 2.8, -1.4, -7.3, 1.9, 1.0, -22.9
Record of CCCn1c(=O)c2ccccc2n2c(SC(C)C(N)=O)nnc12 (stereo not drawn) = 6.1, -11.1, -1.2, -0.8, 13.0, -0.4, -5.5, 0.8
Record of Cn1cc(CN2CCCCC2C(=O)Nc2ccc(-n3cccn3)cc2)cn1 (stereo not drawn) = -3.0, -15.2, -7.6, -3.4, 1.0, 6.0, -4.8, 2.3
Record of Cc1ccc2nc(Cl)c3cc(C(=O)NCCCN4CCCC4)sc3c2c1 = -3.0, 5.0, 10.2, 21.6, -10.3, 18.3, -5.4, -7.1

(listing goes on)
Below each compound: SENP8 block-2	SENP6 block	SENP7 inh	UBC13 polyUb	SENP8 block-1	Apaf1 inhib	APOBEC3G inh	SENP1 inh
21) COc1ccc(/C=N/Nc2cc(C)nc(-n3nc(C)cc3C)n2)c(OC)c1
 : 22.9	25.2	6.1	12.3	-137.8	11.9	-9.0	1.0
22) CCOC(=O)c1cc(C(C)=O)c(=O)n(C)c1N
 : 2.7	26.2	7.1	-0.8	-112.4	-0.2	-1.9	-0.5
23) COc1ccc(Cl)cc1NC(=O)CN(C)C(=O)CSc1ccc2c(c1)OCCO2
 : 8.5	1.0	-13.2	18.4	11.7	12.5	-5.3	-0.5
24) CS(=O)(=O)N1CCN=C1SCc1ccccc1
 : -4.8	0.9	6.4	-1.8	16.1	-0.8	4.2	1.4
25) CS(=O)(=O)N(CC(=O)NC1CCCCC1)c1cccc(Cl)c1
 : -15.6	-7.3	-2.7	6.3	28.2	-8.6	-5.2	-0.2
26) COc1cc2c(cc1OC)C(c1cccs1)N(C(=O)c1cccnc1)CC2 (stereo not drawn)
 : -1.6	6.6	8.5	22.5	12.0	-1.1	-6.8	-1.8
27) COc1cc(/C=C/C(=O)Nc2ccccc2C(F)(F)F)cc(OC)c1OC
 : -11.7	-13.9	2.4	-5.0	nt	4.6	-4.7	nt
28) CCn1c(SCC(=O)NNC(=O)c2ccccc2)nnc1-c1ccncc1
 : -1.2	-11.0	0.4	-0.3	15.1	-0.9	0.3	0.3
29) O=C(O)C(CO)N=Cc1c(O)c2ccccc2oc1=O (stereo not drawn)
 : -7.7	-29.8	-3.5	0.1	-4.5	-7.6	-0.3	0.3
30) O=C(COC(=O)c1ccncc1)c1ccc(Br)cc1
 : -25.0	-16.6	-13.8	2.1	12.0	-1.6	-16.1	-1.1
31) CC(C)(C)CC(=O)N[C@@H](Cc1ccccc1)c1nc2ccccc2[nH]1
 : -2.9	2.0	-2.7	-1.2	6.7	27.2	-7.4	-1.8
32) CC1CCCC2(C1)NC(=S)c1c(sc3c1CCCC3)N2 (stereo not drawn)
 : 6.7	29.9	5.2	-1.5	30.2	14.5	3.9	-1.2
33) CC(C)=CC(=O)Nc1c(C)cc(C)cc1Cl
 : -11.6	-0.9	0.3	-7.2	3.3	-6.1	-6.0	-0.6
34) CCc1nc(=O)c(-c2ccccc2)c(C)n1-c1ccccc1
 : 0.6	0.3	3.8	2.2	7.7	-8.2	-10.1	1.2
35) Cc1cc(O)c2c(-c3ccccc3)cc(=O)oc2c1
 : 0.8	-19.7	3.7	-23.6	8.9	10.3	-3.9	0.9
36) COc1ccc(S(=O)(=O)N2CCC(C(=O)NCCC(=O)NC3CC3)CC2)cc1
 : -6.2	-8.1	-10.1	-0.5	-0.2	-2.5	-6.2	2.3
37) COc1cccc(-c2nnc(NC(=O)Cc3cccs3)s2)c1
 : -14.7	-17.6	16.4	11.8	-89.3	-6.0	-0.6	-5.5
38) CCS(=O)(=O)c1nn2c(N)c(/C=C3/C=CC(=O)C(OC)=C3)c(=O)nc2s1
 : -6.0	8.4	-2.8	-86.0	-31.5	11.0	-6.5	-23.9
39) COC(=O)c1ccc(C(=O)OC)c(-n2c(=O)c3ccccc3c3ccccc3c2=O)c1
 : -6.7	-4.3	7.6	0.9	-152.0	17.8	0.7	-0.3
40) Cn1c(=O)c2c(nc(SCC(=O)Nc3ccccc3)n2C)n(C)c1=O
 : 2.0	1.0	2.0	17.6	11.9	-3.7	-4.3	-63.8
41) CCOC(=O)C/C(C)=N/NC(=O)C1CC1(c1ccccc1)c1ccccc1 (stereo not drawn)
 : -7.0	-12.6	-1.9	-1.7	23.0	2.7	4.4	0.3
42) CCn1ccc(C(=O)NC2=NCCS2)n1
 : 2.8	10.9	-3.2	8.0	15.5	-8.0	-6.4	-0.7
43) CS(=O)(=O)N(CC(=O)N1CCN(c2cccc(Cl)c2)CC1)C1CCCCC1
 : 3.5	-1.5	4.7	7.2	15.5	0.8	2.7	3.2
44) NC(=O)NC(=O)COC(=O)c1cccnc1Nc1ccccc1F
 : -20.2	-12.3	16.3	21.8	-25.9	-7.2	-4.8	1.0
45) CCCCn1c(N)c(N(CCOC)C(=O)c2oc3ccc(OCC)cc3c2C)c(=O)[nH]c1=O
 : -8.4	-6.3	10.2	-7.0	-71.7	7.9	-7.6	-12.0
46) Cc1cccc(C)c1NC(=O)CNC(=O)C(C)N1CCN(c2cccc(Cl)c2)CC1 (stereo not drawn)
 : 6.0	8.2	5.2	12.1	26.5	4.0	-1.7	1.0
47) CN(C)S(=O)(=O)n1cnc(-c2ccccc2)c1-c1ccccc1
 : 1.9	-15.0	5.5	5.3	16.6	11.2	-3.8	2.5
48) Cc1ccc(NC(=O)C2CCCN(C(=O)c3ccc(Cl)cc3)C2)cc1 (stereo not drawn)
 : 4.4	-1.0	-0.2	6.4	7.8	-1.3	-5.2	0.1
49) O=C(N/N=C/c1ccc(-c2ccccc2[N+](=O)[O-])o1)[C@H]1C[C@@H]1c1ccccc1
 : 12.3	22.4	4.5	-15.9	-1.7	67.8*	-2.9	-3.5
50) CC1CCC2CCCCC2N1C(=O)c1cc([N+](=O)[O-])cc([N+](=O)[O-])c1 (stereo not drawn)
 : -9.8	-26.9	-0.9	-12.6	18.2	9.0	1.0	-1.5
51) CCC(C)c1ccccc1NC(=O)c1cccc(-n2cnnn2)c1 (stereo not drawn)
 : 7.6	20.2	1.4	2.9	8.7	-3.0	1.9	2.2
52) COc1ccc(C(=O)OC(C)C(=O)NC(C)CCc2ccccc2)c(OC)c1 (stereo not drawn)
 : -6.2	12.2	-5.6	-7.6	7.4	2.0	-2.8	3.0
